# Screens as filed in PubChem.
# RBBP9 inh: inhibitors of human serine hydrolase RBBP9 | O75884 | recombinant RBBP9, FP-Rh probe fluorescence polarization | inhibition, % at 7.94 µM | actives 0.2% (n = 220,000) | AID 1515;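 active means inhibition above the campaign mean of all tested compounds plus 3 SD, cut at about 14% in these data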;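 further: plate controls were DMSO wells with RBBP9 for no effect and wells lacking RBBP9 protein for full effect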
# Target sequence (O75884 whole entry, looked up): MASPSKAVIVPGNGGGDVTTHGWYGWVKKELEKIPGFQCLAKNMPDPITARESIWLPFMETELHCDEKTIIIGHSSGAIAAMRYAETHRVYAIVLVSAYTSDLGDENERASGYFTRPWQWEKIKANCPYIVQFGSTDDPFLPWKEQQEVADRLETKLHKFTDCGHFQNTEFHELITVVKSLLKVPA
#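 Assay system: recombinant human RBBP9; Reagent: Serine-hydrolase probe FP-Rh, 375 nM pre-mixing; Doses: 7.94 µM single dose, 0.794% DMSO; Incubation: 30 min then 45 min, 25 °C; Detection: fluorescence polarization (mP), excitation 525 nm, emission 598 nm; Evaluation: percent inhibition from mP, scaled between DMSO and no-protein wells.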
# Runt-SMMHC FRET: blocks binding of human RUNX1 Runt domain to CBFb-SMMHC | Q01196+Q13951 | Cerulean-Runt/Venus-CBFb-SMMHC FRET ratio 530/480, 1 h | inhibition, % at 20 µM | actives 0.74% (n = 220,000) | AID 1434;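 active means mean inhibition across duplicate retests at 20 µM reaching about 50%, limit read from the data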;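 further: 0% = DMSO wells and 100% = wells with excess untagged CBFb-SMMHC; inhibitors lower the FRET ratio by blocking Runt binding to CBFb-SMMHC; some results filed as inactive read as strong as hits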
# MDM2 E3 inh: Mdm2 E3 ligase (human) inhibition | AID 1230 | cell-based MDM2 ubiquitination luciferase reporter, 2 h; 0 = plate control, 100 = twice control, blank-subtracted | actives 0.11% (n = 210,000) | signal enhancement, % at 5 µM | Q00987;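 active means signal enhancement of 30% or more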;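 further: luminescence tracks abundance of the self-degrading MDM2-luciferase fusion protein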
#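 Test system: mammalian cells stably expressing self-ubiquitinating, self-degrading MDM2 E3–luciferase fusion; Amount: 2000 cells in each well; Medium: DMEM; Schedule: 4 h settle plus 2 h compound, 37 °C; Technique: SteadyLite luciferase luminescence after 15 min room-temperature reagent incubation; Benchmarks: plate control and blank wells.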
# NPY-Y2 PAM-ag: potentiators or agonists of human neuropeptide Y receptor Y2. P49146. cells expressing NPY-Y2, potentiator/agonist read-out. activation, % at 3.6 µM. actives 0.45% (n = 220,000). AID 1359; in the data active means activation above about 27%;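 further: cells stimulated with NPY near EC25 plus isoproterenol at EC100; 0% = vehicle plus submaximal agonist and 100% = vehicle plus saturating agonist; some results beyond the cut were filed as inactive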
# Target sequence (P49146 whole entry, looked up): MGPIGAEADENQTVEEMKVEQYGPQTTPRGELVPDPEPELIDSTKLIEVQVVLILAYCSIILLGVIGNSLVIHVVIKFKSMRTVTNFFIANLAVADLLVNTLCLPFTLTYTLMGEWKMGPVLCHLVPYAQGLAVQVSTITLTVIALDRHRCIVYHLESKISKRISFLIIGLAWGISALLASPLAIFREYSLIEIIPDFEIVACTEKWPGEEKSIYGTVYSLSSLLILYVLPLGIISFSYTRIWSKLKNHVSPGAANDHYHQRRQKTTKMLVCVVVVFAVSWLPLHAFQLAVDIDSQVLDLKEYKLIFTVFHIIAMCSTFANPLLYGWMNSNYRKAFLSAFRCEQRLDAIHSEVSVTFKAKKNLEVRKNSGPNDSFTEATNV
# Hck Nef HTS: human Hck-Nef kinase inhibition. P08631. Recombinant Hck-YEEI plus Nef, Z-Lyte FRET kinase assay. inhibition, % at 20 µM. actives 0.68% (n = 220,000). AID 463187;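 active means Hck-Nef kinase inhibition above about 50%, limit read from the data; inactive means inhibition below that limit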;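 further: 0% = DMSO with Hck plus Nef and 100% = Hck alone without Nef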
# Target sequence (P08631 whole entry, looked up): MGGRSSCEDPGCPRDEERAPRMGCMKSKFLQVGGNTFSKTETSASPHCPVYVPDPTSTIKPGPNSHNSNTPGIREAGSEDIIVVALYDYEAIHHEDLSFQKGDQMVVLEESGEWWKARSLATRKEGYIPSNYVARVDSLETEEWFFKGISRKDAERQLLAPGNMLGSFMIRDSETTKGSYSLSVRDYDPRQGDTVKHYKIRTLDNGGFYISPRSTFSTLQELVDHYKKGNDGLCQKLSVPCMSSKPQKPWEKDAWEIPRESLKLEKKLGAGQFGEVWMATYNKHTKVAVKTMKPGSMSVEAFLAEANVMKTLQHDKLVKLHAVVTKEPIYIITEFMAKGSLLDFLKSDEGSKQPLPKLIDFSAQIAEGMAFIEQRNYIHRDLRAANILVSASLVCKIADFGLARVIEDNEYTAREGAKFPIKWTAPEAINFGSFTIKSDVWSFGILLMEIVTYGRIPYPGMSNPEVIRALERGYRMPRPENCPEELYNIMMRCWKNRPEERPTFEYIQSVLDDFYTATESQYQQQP
# NPY-Y1 PAM-ag: potentiators or agonists of human neuropeptide Y receptor Y1 | AID 1304 | NPY-Y1 expressing cells, potentiator/agonist activation | activation, % at 3.6 µM | actives 0.37% (n = 220,000); in the data active means activation above about 33%, passing the limit was not always enough;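 further: cells stimulated with NPY at EC10 then isoproterenol at EC100; 0% = low agonist plus stimulus and 100% = saturating agonist plus stimulus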
# Runt-CBFb FRET: inhibitors of human RUNX1 Runt domain binding to CBFb; inhibition, % at 20 µM; Cerulean-Runt/Venus-CBFb FRET ratio 530/480, 1 h; AID 1496; Q01196+Q13951; actives 0.46% (n = 220,000);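 active means inhibition over about 50% at 20 µM in the single-dose screen, limit read from the data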;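 further: 0% = DMSO wells and 100% = excess unlabeled CBFb competitor control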
#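 System: Cerulean-labeled Runt domain protein | Quantity: 100 nM of each labeled protein | Schedule: 1 h compound exposure, room temperature | Detection: Fluorescence energy transfer, 422 nm excitation, 530/480 nm emission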
# p97 ATPase inh: human p97 ATPase inhibition. P55072. recombinant p97 ATPase, Kinase-Glo ATP luminescence, 3 h. inhibition, % at 8 µM. actives 0.42% (n = 220,000). AID 1481; in the data active means inhibition above about 15%;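 further: 0% = DMSO vehicle and 100% = wells lacking enzyme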
# NPY-Y1 antag: antagonists of human neuropeptide Y receptor Y1; P25929; HEK293-CNG Y1 cells, membrane potential fluorescence; NPY at EC95, then isoproterenol; inhibition, % at 3.6 µM; actives 1% (n = 200,000); AID 1040;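 active means inhibition above the campaign mean inhibition of all tested compounds plus 3 SD, cut at about 20% in these data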;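 further: 0% = DMSO wells given NPY plus isoproterenol and 100% = isoproterenol alone without NPY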
#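 Material: HEK293 Y1/CNG channel cell line | Also added: NPY (25 nM), isoproterenol (1 µM), Ro 20-1724 (25 µM) | Compound: One concentration, 3.6 µM, in 0.4% DMSO | Schedule: 3 h dye uptake, 1 h room-temperature compound, 45 min post-isoproterenol | Signal: Membrane-potential fluorescent dye readout | Read-out: % inhibition of NPY effect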
# Starred values were filed as active, the others as inactive; . = no result given.
RBBP9 inh,Runt-SMMHC FRET,MDM2 E3 inh,NPY-Y2 PAM-ag,Hck Nef HTS,Compound,NPY-Y1 PAM-ag,Runt-CBFb FRET,p97 ATPase inh,NPY-Y1 antag
-1,97*,-7,10,3,COCCOC(=O)C(C#N)c1nc2ccccc2nc1N1CCN(Cc2ccccc2)CC1 (centres undefined),16,53*,-4,9
-4,3,-7,5,4,CCCc1ccc(OCC(=O)NNC(=O)c2cccnc2)cc1,-6,.,-2,6
1,-3,-8,12,-1,c1ccc2ncc(-n3cnnn3)cc2c1,8,-2,2,3
-3,2,-8,12,-2,Cc1cccc(N(C)S(=O)(=O)c2cccc3nsnc23)c1,2,0,-2,6
-6,2,3,-1,9,Cc1ccc(NC(=O)CCn2cnc3cc(C)c(C)cc32)cc1,-2,-2,-4,2
-9,-1,3,11,12,COc1ccc([N+](=O)[O-])cc1NC(=O)c1cn(-c2ccc(Cl)cc2)c(=O)c2ccccc12,-13,-2,10,2
4,-4,7,-3,22,COc1cc(NS(=O)(=O)c2ccc(NC(=O)/C=C/c3ccc([N+](=O)[O-])cc3)cc2)ncn1,4,-1,1,4
-6,-3,-8,-19,23,Cc1ccc(C(=O)OCc2nnc(-c3ccc(Br)cc3)o2)cc1,-18,0,-2,12
-4,1,-12,1,-7,O=C(Nc1ccccc1)N1CCN(S(=O)(=O)c2ccccc2)CC1,-8,0,-3,1
5,0,-13,7,-1,CCOc1ccccc1N(CC(=O)Nc1cc(OC)ccc1OC)S(C)(=O)=O,11,0,-1,3
-1,-7,-16,-9,20,CC(=O)c1ccc(N2CCN(C(=O)C3CCCN(S(=O)(=O)c4c(C)[nH]c(=O)[nH]c4=O)C3)CC2)cc1 (centres undefined),-2,0,5,-5
-5,0,-10,-6,0,N=c1n(CCN2CCOCC2)c2ccccc2n1CC(O)COc1ccccc1 (centres undefined),-15,1,-2,8
3,3,-6,3,3,Cc1csc(NC(=O)CCNC(=O)c2ccc([N+](=O)[O-])cc2)n1,7,2,7,2
-11,-3,0,3,3,COc1cccc(NC(=S)NNC(=O)Cn2nc(C(F)F)cc2C(F)F)c1,-1,0,-3,0
-4,3,-1,6,4,COc1cc(C)c(S(=O)(=O)n2nnc3ccccc32)cc1C,17,1,7,1
3,.,.,-3,-12,Cc1cc(C)nc(SCC(=O)Nc2sc3c(c2C#N)CCC(C)C3)n1 (centres undefined),-7,.,1,-5
1,-4,-37,2,1,Cc1c(C(=O)N2CCC(C)CC2)oc2ccc(S(=O)(=O)N3CCC4(CC3)OCCO4)cc12,-14,-5,-7,-1
3,92*,-9,12,23,CCOC(=O)c1sc(Nc2nc3c(OC)cccc3s2)cc1C,3,41,2,1
-7,2,4,2,6,CC(Sc1nc(-c2ccccc2)cc(C(F)(F)F)n1)C(=O)Nc1ccc2c(c1)OCO2 (centres undefined),-17,1,1,-2
-11,3,-41,-4,2,CC1(C)CC(=O)C2=C(C1)NC(=O)CC2c1cc(F)ccc1F (centres undefined),-16,-2,1,3
4,-1,-11,-2,23,Cc1c(NC(=O)CN2CCC(C(N)=O)CC2)cccc1[N+](=O)[O-],-3,-1,2,2
-7,0,7,-15,29,COc1ccc(C2=NN(C(=O)CSC3=NN4CCCC(=O)N=C4S3)C(c3cccc(OC)c3OC)C2)cc1 (centres undefined),2,-10,-1,11
-8,-43,-3,16,51*,COc1ccc(-c2cc3ccccc3oc2=O)cc1NC(=S)NC(=O)c1ccc2c(c1)OCCO2,-20,.,4,0
-6,1,-6,8,10,Cc1ccc(NC(=O)Nc2ccno2)cc1,16,-1,3,.
-1,.,.,1,2,Cc1cccc(CN2CCN(CC(=O)NCc3ccc(F)cc3)C2=O)c1,8,.,3,0
-1,12,-9,26,6,CCOC(=O)Cn1c(=O)oc2cc(S(=O)(=O)Nc3ccc(N(CC)CC)cc3C)ccc21,18,17,-2,-8
-2,0,.,13,-6,CCCCN1C(=S)NC[C@@H]1C(C)CC (some centres undefined),-11,0,1,-2
-6,1,1,9,-3,C=CCc1cccc2cc(C(=O)OCC)c(=O)oc12,-21,-2,9,-2
6,0,.,-5,25,O=C(Nc1nnc(COc2ccc(F)cc2)s1)c1ccco1,-2,1,6,.
-6,1,8,3,-12,CCOC(=O)c1cnc2c(cnn2C)c1Cl,11,0,4,-2
.,0,22,.,30,COC(=O)c1ccc(CN2[C@H](C(=O)OC)C[C@@]3(O)[C@@H](O)[C@@H](O)[C@@H](O)C[C@@H]23)cc1,.,0,.,.
-2,1,-16,-5,1,Cc1ccc(C(=O)N2CCCC(c3nc4c(nnn4Cc4ccccc4)c(=O)[nH]3)C2)cc1 (centres undefined),-25,-2,-1,9
0,1,-1,10,-3,c1ccc(-c2nc3nonc3c3nc4ccccc4n23)cc1,8,0,1,-1
-10,-2,-10,6,18,COc1cc2ccccc2cc1C(=O)OCC(=O)NC1CCS(=O)(=O)C1 (centres undefined),15,0,2,3
-1,-2,-55,-7,2,O=C(Nc1ccn(-c2ccccc2)n1)c1ccccc1Br,12,1,3,1
-5,1,-18,6,25,Cc1ccc(NC(=O)CSc2ncn[nH]2)cc1,16,2,5,-1
3,-8,-11,-14,1,Cc1ccc2c(c1)N(CC(=O)OC(CC(C)C)C(=O)NC1CCCC1)C(=O)CO2 (centres undefined),-24,-4,-5,33*
2,-5,2,7,17,N/C(=N\OC(=O)c1ccco1)c1cccc([N+](=O)[O-])c1,-6,1,-1,2
-1,4,1,-1,5,CC(C)(C)NC(=O)/C(=C\c1ccco1)NC(=O)c1cccs1,3,3,0,-3
-5,4,-64,-16,-1,O=c1oc2ccccc2cc1-c1nc(-c2ccccc2)no1,7,-4,1,2
-3,3,2,5,2,CC(C)(C)NC(=O)c1cccc(NC(=O)CSc2ccccc2)c1,5,0,0,0
-5,-18,-7,4,5,CN(C)c1ccc(/C=N/NC(=O)c2ccc(CN3C(=O)c4cccc5cccc3c45)cc2)cc1,5,-7,7,-2
5,0,.,-8,9,Fc1ccccc1NC(=S)N1CCC(c2ccccc2)C1 (centres undefined),1,0,12,2
-3,-2,-10,-13,1,COc1cc(C(=O)N/N=C(\C)Cc2ccccc2)cc(OC)c1OC,-22,1,-1,8
4,8,-3,7,26,COc1cc(/C=N/NC(=O)c2ccc(CSc3nncn3C)cc2)cc(OC)c1O,-13,11,3,1
6,-5,-78,2,-4,Cc1cccc(C(=O)N2CCc3c([nH]c4ccccc34)C2CC(C)C)n1 (centres undefined),7,-1,4,6
-11,21,-5,6,2,CCC1(C)Cc2c(sc(NC(=S)NC(=O)c3ccccc3)c2C#N)CO1 (centres undefined),1,46,5,2
-9,0,3,4,-7,COc1ccc(N(CC(=O)Nc2ccc(S(=O)(=O)N3CCCC3)cc2)S(C)(=O)=O)cc1OC,2,1,-4,-3
-4,2,-3,5,3,O=C(NCCN1CCN(c2ccccc2)CC1)C1(S(=O)(=O)c2ccc(Cl)cc2)CC1,10,0,5,6
-8,-22,-6,-2,26,O=[N+]([O-])c1c(NCCO)cc(N2CCCCC2)c2nonc12,-4,-10,4,0
1,2,-5,23,6,CC(NS(=O)(=O)c1ccc(Br)cc1)C(N)=O (centres undefined),-18,2,4,5
1,1,7,-19,2,O=C(CSCC(=O)OCC(=O)c1ccc(Br)cc1)Nc1ccc(Br)cc1,5,.,3,-4
-5,1,-6,5,21,CC(=O)c1c(C)n(-c2ccccc2)c2ccc(OCC(N)=O)cc12,13,-1,4,1
-1,-10,-15,-2,-6,Cc1c(-c2ccc(F)cc2)[n+](=O)c(-c2ccc(F)cc2)c(C)n1[O-],10,-1,4,5
5,30,12,-32,1,CCC(C)(C)n1nnnc1C(c1ccc(O)c(OC)c1)N1CCc2ccccc2C1 (centres undefined),-6,32,5,-1
-5,.,.,-8,1,CC(=O)c1sc(NC(=O)CN2C(=O)CCC2=O)nc1C,-7,.,-3,2
3,4,-1,3,18,CC(C)C(=O)Nc1ccc(S(=O)(=O)Nc2ccccn2)cc1,13,0,9,0
-5,-3,-19,-20,3,O=C(Nc1cccc(Cl)c1)N(Cc1nc2ccccc2c(=O)[nH]1)C1CCCC1,-33,-2,4,1
-6,-1,-27,6,1,COc1ccc(C2C(C(=O)N3CCN(c4ccccc4F)CC3)c3ccccc3C(=O)N2C)cc1 (centres undefined),-7,-3,-3,1
-3,1,-12,5,1,CCOc1cc(C2NC(=O)NC(O)(C(F)(F)F)C2C(=O)c2ccc(Cl)cc2)ccc1O (centres undefined),5,-2,3,14

# Results in Hck Nef HTS and NPY-Y1 antag, for three of the compounds above:
Structure,Hck Nef HTS,NPY-Y1 antag
CCCc1ccc(OCC(=O)NNC(=O)c2cccnc2)cc1,4,6
c1ccc2ncc(-n3cnnn3)cc2c1,-1,3
Cc1cccc(N(C)S(=O)(=O)c2cccc3nsnc23)c1,-2,6

# (listing goes on)
RBBP9 inh,Runt-SMMHC FRET,MDM2 E3 inh,NPY-Y2 PAM-ag,Hck Nef HTS,Compound,NPY-Y1 PAM-ag,Runt-CBFb FRET,p97 ATPase inh,NPY-Y1 antag
-4,3,-2,9,20,CCc1ccc(OC)c(-c2csc(N)n2)c1,1,2,6,-1
6,-2,2,-10,-15,COc1ccc(/C=N/NC(=O)c2ccncc2)cc1CN1CCCc2ccccc21,-4,-6,2,-1
-7,2,14,7,1,COc1ccc(NC(=O)CNS(=O)(=O)c2ccc3nc(C)sc3c2)c(OC)c1,10,-2,5,10
0,1,3,0,20,NNC(=O)c1cnn(-c2ccccc2)c1-n1cccc1,28,0,1,-6
-6,-3,-6,-10,3,COc1cc(S(=O)(=O)Nc2ccc(C)cc2)ccc1NC(=O)c1ccncc1,-11,-2,0,-2
-3,4,-16,6,2,CCCN=Cc1sc2ccc(OCC)cc2c1O,-6,8,6,-3
-12,0,-9,-2,6,CCOC(=O)C1CNc2cc(S(=O)(=O)CC)ccc2O1 (centres undefined),2,0,-1,4

# Pulled one by one from the entries so far:
RBBP9 inh,Runt-SMMHC FRET,MDM2 E3 inh,NPY-Y2 PAM-ag,Hck Nef HTS,Compound,NPY-Y1 PAM-ag,Runt-CBFb FRET,p97 ATPase inh,NPY-Y1 antag
-4,3,-2,9,20,CCc1ccc(OC)c(-c2csc(N)n2)c1,1,2,6,-1
-3,4,-16,6,2,CCCN=Cc1sc2ccc(OCC)cc2c1O,-6,8,6,-3

# Compounds as they come; any-hit rate near 3.5%.
